XIAP displacement = XIAP antagonists, biochemical, IAP family, fluorescence polarization (AID 1018); E3 ubiquitin-protein ligase XIAP (Homo sapiens); XIAP BIR domain, fluorescence polarization peptide displacement; higher % means a stronger effect; displacement, % at 20 µM, or IC50 in µM where a hit was titrated; 200,000 compounds, 0.007% hits; in the data active = displacement above about 50%; note: a part of the inactive calls stands beside numbers as strong as those of hits
M1AAP inhibition = P. falciparum M1AAP inhibitors, biochemical, fluorogenic H-Leu-NHMec substrate, 1536-well (AID 1445) | Aminopeptidase N (Plasmodium falciparum (isolate 3D7)) | recombinant M1AAP, H-Leu-NHMec fluorogenic kinetic assay; higher % means a stronger effect | one-dose inhibition, % at 30 µM; IC50 in µM for titrated hits | 220,000 compounds, 0.42% hits;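 active = primary inhibition above the hit cutoff, then over 50% inhibition at one or more dose response concentrations, cut at about 23% in these data, passing the limit was not always enough; inconclusive = conflicting primary data, or primary hits not chosen for dose response; inactive = low primary inhibition, or under 50% at every dose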;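 note: plate controls were DMSO full reaction for no effect and no enzyme background for full effect; strong numbers were not always called active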
ER stress rescue = rescue of cells from ER stress-induced death, primary screen, 384-well, CSM14.1, thapsigargin, ATP luminescence (AID 1222); CSM14.1 thapsigargin-induced death rescue, ATP luminescence; higher % means a stronger effect; cellular ATP content (survival), % at 20 µM, or EC50 in µM where a hit was titrated; 190,000 tested, under 10 active;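 active = EC50 below 50 µM in the dose-response confirmation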;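 note: death triggered by thapsigargin at about 15 µM added after 2 h compound pretreatment; cell ATP read after overnight thapsigargin exposure of roughly 18 to 22 hours; normalized against plate controls of thapsigargin alone and 5% DMSO vehicle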
LYP inhibition = inhibitors of LYP phosphatase, biochemical, fluorescence intensity, uHTS (AID 1779); Tyrosine-protein phosphatase non-receptor type 22 (Homo sapiens); recombinant LYP phosphatase, fluorescence intensity; higher % means a stronger effect; inhibition, % at 11.5 µM; hits with a dose series show IC50 in µM; 290,000 compounds, 0.054% hits;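 note: plate controls were vehicle with enzyme for no effect and no enzyme for full effect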
TNAP activators = human TNAP enzyme activators, primary screen, biochemical, luminescent, no phosphate acceptor, uHTS (AID 1001). Alkaline phosphatase, tissue-nonspecific isozyme (Homo sapiens). one-dose activation fold at 20 µM; EC50 in µM for titrated hits. 200,000 compounds, 0.03% hits. purified TNAP, luminescent activation assay, no phosphate acceptor; higher activation fold means a stronger effect; in the data active = activation fold from about 3, or a potency from the dose series; inactive = the rest, 99 in 100 with activation fold below about 1.6; note: many of its hits are not listed in these tables
Myeloid diff MLP = induction of myeloid progenitor differentiation, primary screen, cell-based, flow cytometry, MLPCN library | 360,000 compounds, 1% hits | AID 624256, 2012 | ER-HoxA9 myeloid progenitors, lysozyme-GFP differentiation | calls only at 10 µM;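 active = normalized GFP-positive differentiation at or above the plate's own cutoff, the solvent-only control mean plus 3 SD; inconclusive = no clear call, values can overlap the other calls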;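 note: cells exposed to compound for four days before flow analysis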
human PMI inhibition = inhibitors of human PMI, primary screen, biochemical, fluorescence intensity, coupled assay (AID 1209). 190,000 compounds, 0.42% hits. purified PMI enzyme, coupled fluorescence intensity; higher % means a stronger effect. inhibition, % at 20 µM, or IC50 in µM where a hit was titrated;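 note: plate controls were DMSO vehicle for no effect and wells lacking substrate for full effect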
human PMI inhibitors = human PMI inhibitors, high substrate, primary screen, biochemical, fluorescence intensity, high mannose 6-phosphate (AID 1220) | recombinant PMI enzyme, coupled fluorescence intensity; higher % means a stronger effect | inhibition, % at 20 µM, or IC50 in µM where a hit was titrated | 190,000 compounds, 0.66% hits
M17LAP inhibition = P. falciparum M17LAP inhibitors, primary screen, biochemical, fluorogenic H-Leu-NHMec substrate, 1536-well (AID 1619); Leucine aminopeptidase (Plasmodium falciparum (isolate 3D7)); one-dose inhibition, % at 30 µM; IC50 in µM for titrated hits; recombinant M17LAP, H-Leu-NHMec fluorogenic kinetic assay; higher % means a stronger effect; 220,000 compounds, 0.38% hits;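 active = compound inhibiting the enzyme by more than half at any dose during confirmatory dose-response retesting; inconclusive = strong single-dose inhibitors picked by rank but not retested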;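 note: plate controls were full reaction with DMSO carrier for no effect and no enzyme background for full effect; strong numbers were not always called active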
Myeloid diff MLP GFP+ MAC1+ % = also measured in Myeloid diff MLP; calls as there; GFP+ MAC1+ double positive, %; measured here: differentiation confirmed by MAC1 staining
* marks the source's active call; other numbers are inactive results; i = inactive; ? = inconclusive; . = no result given; + = active, no number. Cut-off read from the data, not from the text of the source, unless noted: active = inhibition above about 50%; inactive = the rest.

structure | XIAP displacement | M1AAP inhibition | ER stress rescue | LYP inhibition | TNAP activators | Myeloid diff MLP | Myeloid diff MLP GFP+ MAC1+ % | human PMI inhibition | human PMI inhibitors | M17LAP inhibition
COc1ccc2c(c1OC)C(=O)N1c3ccccc3C(=O)N(c3ccccc3F)C21 (stereo not drawn) | -0.9% | -1% | . | 1% | 1.1 | i | 0.7 | 1% | -2% | 5%
CC(=O)C1=C(C)OC(N)=C(C#N)C1c1cc([N+](=O)[O-])ccc1Cl (stereo not drawn) | . | 6% | . | -4% | . | ? | . | . | . | 9%
COc1cc(NC(=O)c2ccnnc2)cc(C(=O)Nc2cccc(C(F)(F)F)c2)c1 | . | -2% | . | -4% | . | i | 1.7 | . | . | -8%
O=C(Nc1ccc(F)cc1)C(c1ccccc1)N1CCN(S(=O)(=O)c2ccccc2)CC1 (stereo not drawn) | -2.9% | -2% | -1.5% | 10% | 1.3 | i | 1.0 | 8% | 3% | -2%
Cc1nc2ccccn2c1P(=Nc1ccccc1)(N(C)C)N(C)C | -0.1% | 6% | 1.2% | -8% | 1.2 | i | 2.7 | -7% | -3% | -1%
CCc1[nH]nc(C(=O)N2CCCC(CCC(=O)N3CCN(c4ccccn4)CC3)C2)c1C (stereo not drawn) | -6.0% | 10% | -0.5% | -5% | 0.6 | i | 0.4 | -1% | -3% | -19%
O=C(CCCC(=O)NCC1CCCO1)NCC1CCCO1 (stereo not drawn) | -4.7% | 1% | 2.9% | -12% | 1.1 | i | 0.7 | 6% | 8% | 2%
CC(=O)N(C)c1ccc(NC(=O)C(F)(F)F)cc1 | 4.1% | 1% | 2.7% | 0% | 1.1 | i | 2.2 | -3% | 2% | 4%
CCOC(=O)c1nn(-c2ccc3c(c2)OCCO3)cc1O | -4.2% | 1% | -4.2% | -7% | 1.1 | i | 0.3 | -1% | 8% | -5%
CCOC(=O)c1c(C)n(C)c2c(C)cc(O)c(OC(=O)CC)c12 | -2.2% | 0% | -2.3% | -4% | 1.2 | i | 0.4 | -6% | 6% | 5%
C=C(C)CSc1nnc(-c2ccc(OC)c(OC)c2)n1N | -7.9% | 1% | 1.5% | -5% | 1 | i | 5.5 | -3% | -1% | -4%
Cc1cccc(C)c1OCC(O)Cn1nnc2ccccc21 (stereo not drawn) | -2.0% | -1% | -0.6% | -1% | 1.1 | i | 1.0 | -3% | -7% | -2%
NNC(=O)c1ccc(COc2ccc3ccccc3c2)o1 | . | -5% | . | -8% | . | + | 2.8* | . | . | 8%
CN1CCN(C(=O)c2cc(-c3ccccc3)on2)CC1 | -3.9% | 5% | 0.8% | 0% | 1.1 | i | 0.6 | -2% | -3% | 5%
Cc1ccc(OCCn2nc3ccccc3n2)c(C)c1 | -1.0% | -1% | 0.7% | 1% | 1 | i | 0.5 | 18% | 11% | -6%
CCCCn1c(SCc2nc(N)nc(Nc3ccccc3C)n2)nc2ccccc2c1=O | -4.5% | 2% | 3.2% | 2% | 1.1 | i | 1.3 | 10% | 8% | -2%
CC(C)(C)NS(=O)(=O)c1ccc(NC(=O)NC2CCCCC2)cc1 | -5.5% | 7% | 3.0% | -5% | 1.2 | i | 1.4 | 12% | 12% | 14%
O=Cc1cccn1-c1ccccc1 | . | 0% | . | 2% | . | i | 3.0 | . | . | 14%
O=S(=O)(NCC1CC1)c1cccc(S(=O)(=O)N2CCCC2)c1 | -4.9% | 12% | 0.1% | -8% | 1 | + | 6.9* | -6% | -9% | -20%
N=C1/C(=C/c2cccn2Cc2ccc(F)cc2)C(=O)N=C2SC=CN12 | -3.4% | 3% | -0.9% | 7% | 0.9 | i | 1.0 | -3% | 0% | 5%
O=C(O)c1cc(N2C(=O)C3CCCCC3C2=O)ccc1NCc1cccnc1 (stereo not drawn) | -2.2% | 1% | 0.5% | -5% | 1.2 | i | 0.0 | 1% | 10% | -4%
Cn1c(N)c(C(=O)COC(=O)C2(c3ccccc3F)CCCC2)c(=O)n(C)c1=O | -1.4% | 23% | -0.9% | -6% | 1.1 | i | 1.1 | -2% | -2% | 6%
CCCNC(=S)N(Cc1ccccc1)Cc1nc2ccccc2c(=O)[nH]1 | -5.6% | -6% | 1.3% | -5% | 1.1 | i | 0.1 | 4% | 7% | -16%
O=C(NNC(=S)Nc1ccccc1)C1CC1 | -3.3% | -4% | 0.0% | 0% | 1.7 | i | 2.6 | 3% | 6% | -5%
O=C(COc1ccccc1)NCC(=O)NC1=NCCS1 | -1.5% | -2% | -2.8% | -8% | 1 | i | 0.8 | 5% | 6% | -5%
Cc1cc(Cl)n2c(nc3cc(F)c(F)cc32)c1C#N | -4.4% | 5% | -11% | -3% | 1.2 | ? | . | 3% | 32% | 1%
CCN(CC)C(=O)CSc1nnc(-c2cccnc2)n1Cc1ccccc1 | -10% | 6% | -0.5% | -3% | 1.1 | i | 0.7 | 8% | 5% | 15%
Cc1cc(Oc2ccccc2)nc(-c2ccccc2O)n1 | -2.9% | 13% | -1.2% | -5% | 1.1 | i | 0.9 | 4% | 3% | 11%
CC(=O)NC(Cc1ccccc1)C(=O)NC1CCN(C(=O)NC2CCCCC2)CC1 (stereo not drawn) | -3.6% | 22% | 2.6% | -2% | 1.1 | i | 7.4 | -11% | -4% | 7%
Cc1c(Cl)c([N+](=O)[O-])nn1CCCC(=O)Nc1c(C)n(C)n(-c2ccccc2)c1=O | -5.1% | 2% | -2.1% | -6% | 1 | i | 0.3 | -7% | 6% | 5%
CCN(CC)C(=O)CSc1nnc(-c2ccccn2)n1-c1ccc(C)c(C)c1 | -1.1% | 3% | 1.2% | -5% | 1.1 | i | 0.9 | -1% | -2% | 11%
COC(=O)c1cc(=O)nc2sc3ccccc3n12 | 0.4% | 5% | 2.4% | -12% | 1.2 | i | 1.8 | -1% | 0% | -8%
CN(c1ccc(OCC(=O)OCC(=O)Nc2cccc([N+](=O)[O-])c2)cc1)S(=O)(=O)c1ccc(F)cc1 | -2.7% | 0% | 0.0% | 3% | 1.1 | i | 0.3 | 5% | 7% | -7%
CCOC(=O)C1=C(COc2ccc(C)cc2)NC(=O)NC1c1cc(C)ccc1C (stereo not drawn) | -5.2% | 4% | -1.2% | -4% | 1.1 | i | 0.5 | 10% | 4% | 9%
COC(=O)c1ccc(CSc2nc3c(cnn3-c3ccc(F)cc3)c(=O)[nH]2)o1 | -4.5% | -3% | -0.1% | -3% | 1.1 | i | 7.3 | 14% | 16% | 5%
CCOC(=O)C(=O)NC(C)CCc1ccccc1 (stereo not drawn) | -4.8% | -1% | -0.4% | -4% | 1.1 | i | 0.2 | -6% | -5% | 7%
O=C(Nc1cccc(Cl)c1)Nc1cc(S(=O)(=O)N2CCCCC2)ccc1Cl | -2.6% | 5% | 1.2% | 0% | 1.3 | i | 0.0 | 25% | 22% | 3%
O=C(Nc1nc(-c2ccc(Cl)s2)cs1)c1cccs1 | -8.7% | 5% | -3.2% | -6% | 1.1 | i | 6.3 | -16% | -2% | 9%
Oc1ccccc1/C=N/n1cnn(Cc2ccccc2Cl)c1=S | -4.1% | 2% | 1.2% | -10% | 0.9 | i | 0.3 | -3% | -16% | -8%
CCc1ccc(-c2cc(C(=O)N/N=C/c3c[nH]c4ccccc34)[nH]n2)cc1 | -5.6% | 9% | -5.2% | 10% | 0.8 | i | 2.9 | 1% | 7% | 0%
CN(CCO)c1nc(N)c2c(N)nc3c(c2c1C#N)CC(=O)N3C1CCCC1 | -4.2% | 14% | -1.8% | 21% | 1.1 | . | . | 64%* | . | -1%
Cc1cc(NC(=O)c2ccc3c(c2)OCCO3)no1 | -5.9% | 3% | -5.9% | -11% | 1.1 | i | 0.9 | 3% | 1% | 3%
CCn1c(COc2ccccc2)nnc1SCc1ccc(C#N)cc1 | -4.1% | 1% | 2.0% | -6% | 1.1 | i | 1.3 | 0% | 14% | 5%
COc1ccc(-c2nc(C#N)c(N3CCOCC3)o2)cc1OC | -2.8% | 11% | -3.4% | -6% | 1.1 | i | 0.5 | 13% | 5% | -117%
C=CCCCCCCCCc1nc(SCC(C)=O)n[nH]1 | . | 1% | . | -4% | . | i | 0.1 | . | . | 2%
Cc1ccc(S(=O)(=O)NCC(=O)N(CC(=O)NCc2ccco2)Cc2ccco2)cc1 | -9.4% | 7% | 0.3% | -5% | 1.1 | i | 0.1 | 7% | 10% | 3%
C=CCN1C(=O)C2C(C(=O)NCc3ccccc3)C3C=CC2(O3)C1C(=O)NC(C)(C)C (stereo not drawn) | -3.5% | 8% | -1.9% | -7% | 1.1 | i | 0.6 | -13% | -13% | -14%
Cc1cccc(NC(=S)NC(=O)c2ccco2)n1 | -11% | 9% | -6.1% | -7% | 1.2 | i | 0.8 | 14% | 9% | 1%
Cc1cccc(-c2nc(NCCCN3CCOCC3)c3ccccc3n2)c1 | -1.4% | 5% | -3.8% | -9% | 1 | i | 0.9 | 1% | -5% | 15%
Cc1nn(Cc2ccc(Cl)cc2Cl)c(C)c1NC(=O)Cn1nc([N+](=O)[O-])c(Cl)c1C | -4.8% | 9% | -2.2% | 7% | 1 | i | 1.5 | -1% | -1% | 6%
Cc1c(C(=O)O/N=C(\N)c2ccccn2)cccc1[N+](=O)[O-] | . | 4% | . | -1% | . | i | 1.1 | . | . | 6%
CCOc1ccc(-c2nnn(CC(=O)N3CCCC(C)C3)n2)cc1 (stereo not drawn) | -4.9% | 7% | -0.2% | -4% | 1.1 | i | 0.5 | -1% | -9% | 12%
N#Cc1cn(CC(=O)N2CCCc3ccccc32)c2ccccc12 | 1.3% | 9% | 0.0% | 0% | 1.1 | i | 0.8 | -6% | -7% | 6%

An excerpt from above in order of length of the SMILES, lowest first.
structure | XIAP displacement | M1AAP inhibition | ER stress rescue | LYP inhibition | TNAP activators | Myeloid diff MLP | Myeloid diff MLP GFP+ MAC1+ % | human PMI inhibition | human PMI inhibitors | M17LAP inhibition
Cc1cccc(NC(=S)NC(=O)c2ccco2)n1 | -11% | 9% | -6.1% | -7% | 1.2 | i | 0.8 | 14% | 9% | 1%
N#Cc1cn(CC(=O)N2CCCc3ccccc32)c2ccccc12 | 1.3% | 9% | 0.0% | 0% | 1.1 | i | 0.8 | -6% | -7% | 6%
Cc1c(C(=O)O/N=C(\N)c2ccccn2)cccc1[N+](=O)[O-] | . | 4% | . | -1% | . | i | 1.1 | . | . | 6%

High-throughput results as filed in PubChem BioAssay.
